# Bioassay records as filed in PubChem BioAssay.
# mcGAS RapidFire = blocks mouse cGAS cGAMP production; Q8C6L5; recombinant mouse cGAS, cGAMP by RapidFire MS; inhibition, % at 12.5 µM; 130,000 tested, 0.18% active; AID 1259397;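 active = inhibition of cGAS enzyme activity at or above 60%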;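 note: enzyme stimulated by 45 bp dsDNA with ATP and GTP substrates; cGAMP share of summed cGAMP plus half ATP and half GTP signals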
# Target sequence (Q8C6L5 whole entry, looked up): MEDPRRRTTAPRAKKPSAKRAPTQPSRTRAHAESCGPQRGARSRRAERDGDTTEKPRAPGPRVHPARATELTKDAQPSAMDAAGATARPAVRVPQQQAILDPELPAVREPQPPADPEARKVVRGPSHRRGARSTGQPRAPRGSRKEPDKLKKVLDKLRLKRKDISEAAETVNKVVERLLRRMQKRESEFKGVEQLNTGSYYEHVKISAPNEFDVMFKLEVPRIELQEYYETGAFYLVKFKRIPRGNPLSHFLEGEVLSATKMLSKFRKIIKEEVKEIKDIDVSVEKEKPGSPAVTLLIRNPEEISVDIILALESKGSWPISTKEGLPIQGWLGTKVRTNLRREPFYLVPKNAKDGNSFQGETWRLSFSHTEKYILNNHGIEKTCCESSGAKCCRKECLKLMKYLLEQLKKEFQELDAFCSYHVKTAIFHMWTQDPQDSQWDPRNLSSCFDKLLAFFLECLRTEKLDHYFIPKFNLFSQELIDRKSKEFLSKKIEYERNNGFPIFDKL
# Active calls of the source: *; & = joins results of further samples.
mcGAS RapidFire,Molecule
-9.9,Cc1ccc(C=CC(=O)NNC(=S)NCC2CCCO2)o1 (configuration not stated)
-34.2,CC(C)(C)c1c(C(C)(C)C)c(=O)c1=O
-4.2,Cc1ccc2[nH]nc(C(=O)N3CCC4(CC3)NCCNC4=O)c2c1
2.9,O=C(CCC1CCCC1)Nc1nc(-c2ccccc2Cl)cs1
-10.5,CC(C)CSc1nnc(SCC(=O)Nc2ccc(F)cc2)s1
-15.4,CC(C)CN(C)c1ccc(C(=O)NCc2ccccc2NS(C)(=O)=O)cc1
-1.8,CN(C(=O)c1coc(COc2ccc3c(c2)OCO3)n1)C1CCCc2ccccc21 (configuration not stated)
-7.6,Cc1ccc(-c2nc(C=Nc3ccc(Cl)cc3C)c(O)o2)cc1
12.6,C=c1c(C#N)c2[nH]c(N)c(C#N)c(C)c-2/c1=C/c1cc2c(cc1OCC)OCO2
-10.5,COc1cccc(-c2ccc3c(c2)N(Cc2ccccc2F)C(=O)C(C)S3)c1 (configuration not stated)
-1.7,CC1CCCCN1S(=O)(=O)c1cccc(C(=O)N=c2sc3ccccc3n2C)c1 (configuration not stated)
-5.8,CCc1cccc2c(C(CC(=O)O)c3cccc(OC)c3)c[nH]c12 (configuration not stated)
5.5,Cn1cc(Br)cc1C(=O)Nc1ccc2nc[nH]c(=O)c2c1
-2.4,CC1CNC(=O)CCN1C(=O)c1ccccc1-c1nccn1C (configuration not stated)
-13.0,CN(C)C(=O)CSc1nc(-c2cccs2)c(-c2cccs2)[nH]1

# 2 of the compounds above, in CSV form:
smiles,mcGAS RapidFire
CC(C)CSc1nnc(SCC(=O)Nc2ccc(F)cc2)s1,-10.5
CC(C)CN(C)c1ccc(C(=O)NCc2ccccc2NS(C)(=O)=O)cc1,-15.4

# An excerpt from above in order of length of the SMILES, lowest first.
mcGAS RapidFire,Molecule
-9.9,Cc1ccc(C=CC(=O)NNC(=S)NCC2CCCO2)o1 (configuration not stated)
-10.5,CC(C)CSc1nnc(SCC(=O)Nc2ccc(F)cc2)s1
-4.2,Cc1ccc2[nH]nc(C(=O)N3CCC4(CC3)NCCNC4=O)c2c1
-1.8,CN(C(=O)c1coc(COc2ccc3c(c2)OCO3)n1)C1CCCc2ccccc21 (configuration not stated)

# Later entries:
mcGAS RapidFire,Molecule
-3.9,CCCCN(CC)C(=O)CC1Sc2ccc(Cl)cc2NC1=O (configuration not stated)
-12.8,CCN1CC(NC2CCN(c3ccc(OC)cc3)CC2)CC1=O (configuration not stated)
-19.6,CC(CC(F)(F)F)NCc1ccccc1-n1ccnc1 (configuration not stated)
-4.4,CCOC(=O)c1[nH]c(C)c(C(=O)N2[C@H]3CCNC[C@@H]2CC3)c1C
4.0,COC(=O)c1ccc(NC(=O)CN2CCC(Cn3c(C)nc4ccccc43)CC2)cc1
-18.4,CC(=O)N1CCn2nc(C(=O)N(Cc3ccc4[nH]ccc4c3)C3CC3)cc2C1
7.8,CC1CC(c2ccccc2F)N(C(=O)[C@H]2CCC(=O)N2)C1 (some centres not stated)
-9.7,Cc1ccc(S(C)(=O)=O)cc1C(=O)Nc1nncs1
2.4,O=C1NC(=S)SC1=Cc1ccccc1[N+](=O)[O-]
-4.5,O=S(=O)(NCCCN1CCOCC1)c1ccc(Br)cc1
-1.1,CCN(Cc1nc2cc(Cl)ccc2c(=O)[nH]1)C(=O)C1CC(=O)N(c2ccc3c(c2)OCO3)C1 (configuration not stated)
-4.1,c1ccc(CCc2nc(-c3cnc(CN4CCCC4)s3)n[nH]2)cc1
4.8,CCN(CC)[P+](N)(c1nc2ccccc2n1CC)N(CC)CC
6.4,Brc1cccc(-c2cnc(CSc3ncn[nH]3)o2)c1
-9.9,CCCSC1=NC(C)=C(C(C)=O)C(c2cccc([N+](=O)[O-])c2)C1C#N (configuration not stated)

# (cont.)
mcGAS RapidFire,Molecule
-29.6,Cc1ccc2c(C)c(C(=O)N3CCCC3Cn3cccn3)oc2c1 (configuration not stated)
0.0,Cc1ccc(NC(=O)C2(C)CCN(C)C2)cc1C (configuration not stated)
-3.1,COc1ccc(NC(=O)C2CCCCC2C(=O)N2CCc3c([nH]c4ccccc34)C2)cn1 (configuration not stated)
4.5,CCCc1cc(CNC(=O)c2ccc(N(C)C3CCOC3)nc2)on1 (configuration not stated)
-9.9,Cc1ccc(/C=C/C(=O)N(C)S(=O)(=O)c2c(C)noc2C)c(C)c1
-5.4,O=C(NCC12CC3CC(CC(C3)C1)C2)c1c(F)cccc1Cl
-13.3,O=C(C(=O)N1CCCN2CCCC2C1)c1ccco1 (configuration not stated)
-8.2,CCCCCCNC(=O)/C=C/C(=O)O
-2.8,Cc1ccc(S(=O)(=O)N2CCN(C(=O)CC(C)C)CC2)c(C)c1
4.7,CC(=O)N1CCC(C(=O)Nc2ccc(Cl)c(S(=O)(=O)N3CCCCC3)c2)CC1
-8.7,Cc1ccc(CN2CCN(C(=O)CCC3(Cc4ccc(F)cc4)CCC(=O)N3)CC2=O)cc1 (configuration not stated)
-6.6,CNC(=S)Nc1ccc2[nH]c(=O)[nH]c2c1
12.5,CCCn1cc(CNC(=O)c2ccc(Cl)cn2)cn1
3.3,CNC(=O)c1c(NC(=O)C(C)n2cncn2)sc2c1CCCC2 (configuration not stated)
-10.8,CCN(CC)S(=O)(=O)c1ccc(N(C)C)c(NS(=O)(=O)c2cc(C)ccc2C)c1

# (list continues)
mcGAS RapidFire,Molecule
-0.8,CCCn1c(=O)c2c(nc3n2CCN3c2ccc(CC)cc2)n(C)c1=O
-6.6&-6.5,CCN1CCN(C(C)CNc2nc3ccccc3s2)CC1 (configuration not stated)
-7.4,Cc1nc(-n2ccc3c(cnc4c(-c5ccc(Cl)cc5)c(C)nn43)c2=O)n[nH]1
-18.7,CCN(C(=O)C1=NN(c2ccccc2)C(C(N)=O)C1)c1ccccc1 (configuration not stated)
8.1,CC(c1cccs1)N(C)C(=O)c1cc(Cc2ccccc2)no1 (configuration not stated)
-5.6,Cc1ccc(C(=O)N2CCCC(OCc3cccc([N+](=O)[O-])c3)C2)cc1 (configuration not stated)
-5.1,CC(NC(=O)CCN1CCOC1=O)(c1ccccc1)c1ccccc1
-10.5,Cc1ccc(C2(CN3CCC(n4nc(C)cc4C)C3)CCNCC2)nc1 (configuration not stated)
-3.1,O=C(CN1CCN(C(=O)c2ccc3ccccc3n2)CC1)NC1CC1
0.5,COc1ccc(C)cc1NS(=O)(=O)/C=C/c1ccc(Cl)cc1
-18.4,c1ccc(-c2cc(CN3CCN(c4ncnc5ccccc45)CC3)on2)cc1
-10.6,O=C(CCl)Nc1cc2c(cc1Br)OCCO2
-28.9,Cc1nc(-c2cccnc2)ncc1C(=O)N1CCOC(C(F)(F)F)C1 (configuration not stated)
-4.2,CCOC(=O)C1=C(C)N=c2s/c(=C/c3ccc(Cl)cc3)c(=O)n2C1c1ccc(C)cc1 (configuration not stated)
94.0*,O=C1CC(C(F)(F)F)N(C(=O)COC(=O)c2cccc(OCC3CCCO3)c2)c2ccccc2N1 (configuration not stated)

# Following part:
mcGAS RapidFire,Molecule
7.4,O=C(c1ccc([N+](=O)[O-])cc1)N1CCCc2ccccc21
-11.6,CC1=NC(N2CCC(C)CC2)NC(=O)C1 (configuration not stated)
-9.8,O=C(Cn1nc(-c2ccc(Cl)cc2)ccc1=O)Nc1cccc(C(F)(F)F)c1
-35.6,Cc1[nH]c(=O)[nH]c(=O)c1-c1ccc(C(C)N2CCOCC2)cc1 (configuration not stated)
-11.0&-1.0,COc1ccc(C(=O)N2CCC(N3CCC(C(=O)NC(C)C)CC3)CC2)cc1F
-4.4,CCN(CC)P1(=Nc2cccc(C)c2C)C(=C2N(C)c3ccccc3C2(C)C)C=NN1C (configuration not stated)
-4.8,COc1ccccc1C1CCCN1C(=O)Cn1nnnc1CN1CCOCC1 (configuration not stated)
0.9,O=C(Cc1cn2ccsc2n1)NN=C1C(=O)c2cccc3cccc1c23
-9.0,CC(NC(=O)c1cccc(S(=O)(=O)N(C)C)c1)c1ccco1 (configuration not stated)
-5.9,CCC(C)NC(=O)CN1C(=O)CCOc2ccccc21 (configuration not stated)
-5.5,Cc1cc(C(=O)NC2CCCN(CCc3ccccc3)C2)nc(C)n1 (configuration not stated)
-10.9,Cc1ccc(NC(=Nc2nc(C)cc(C)n2)NC(=O)c2ccccc2)cc1
-4.8,COc1cc2c(cc1OC)C1CC(=O)C(CC(C)C)CN1CC2 (configuration not stated)
-19.1,CN(C)C(=O)c1cccc(OS(=O)(=O)c2ccc(Cl)c(C(F)(F)F)c2)c1
-10.0,C=CCN(c1ccccc1)S(=O)(=O)c1cccc(C(=O)Nc2ccnn2C(C)C2CC2)c1 (configuration not stated)

# Other compounds follow:
mcGAS RapidFire,Molecule
-32.5,CN1CCCn2nc(C(=O)N3CCc4c([nH]c5ccccc45)C3)cc2C1
8.1,CCN(CCCNC(=O)c1cc(C)c(C)s1)c1ccccc1
-28.7,CC1(C)CC(NC(=O)c2cc(-c3ccccn3)nc3ccccc23)CC(C)(C)N1
-7.1,CCC(NC(=O)c1coc(Cn2cnc3ccccc32)n1)c1ccc(F)cc1 (configuration not stated)
-1.4,CCCc1nc(NCc2cc(-c3ccccc3F)no2)c2cnn(C)c2n1
-6.8,CCC1CN(C(=O)C2CC2)CCC1NCc1cc(OC)cc(OC)c1 (configuration not stated)
-5.9,CC(C)(C)NC(=S)N1CCn2cccc2C1c1ccccc1F (configuration not stated)
-4.9,Clc1ccc(-c2noc(CSc3ccc(Br)cc3)n2)cc1
-16.6,O=S(=O)(NC1CCCCCC1)c1ccc2c(c1)OCCO2
-8.4,CCOc1ccc(C(C)NC(=O)NCC(O)c2cccs2)cc1 (configuration not stated)
-14.1,Cc1cccc(CN2CCN(Cc3ccc4cccc(F)c4n3)CC2)c1
-6.9,COCCOCC(=O)N1CCCn2nc(-c3nc4ccccc4n3C)cc2C1
-17.5,Cc1noc2nc(C3CC3)cc(C(=O)N3[C@@H]4CC[C@H]3CN(C)C(=O)C4)c12
-5.6,CCOC(=O)CN(C)c1c([N+](=O)[O-])c(=O)n(C)c(=O)n1C
-3.1,O=C(C1CCC(=O)N1C1CCCC1)N1CCOCC1 (configuration not stated)

# (cont.)
mcGAS RapidFire,Molecule
-20.3,CCOc1ccc2oc(C)c(C(=O)N3CCN4C(=O)CNC(=O)C4C3)c2c1 (configuration not stated)
6.9,CC(CC(N)=O)Nc1ccc(F)cc1S(=O)(=O)C(F)(F)F (configuration not stated)
-21.0,C=Cc1cccc(CN(Cc2cnn(C)c2)C2CC2)c1
-8.8,Cc1cnn(CC2CN(Cc3cccc(C(=O)N(C)C)c3)CCO2)c1 (configuration not stated)
-16.6,CCC1CN(C(=O)c2ccc(NCc3ncccc3C)nc2)CCN1C(C)C (configuration not stated)
-6.0,CC1CCCC(NS(=O)(=O)CCn2nnc3ccccc32)C1 (configuration not stated)
-12.1,CN(C)CC1(O)CCN(C(=O)c2cccc3cc[nH]c23)C1 (configuration not stated)
-1.2,COc1cccc(NC=C2C(=O)OC3(CCCCC3)OC2=O)c1
-4.9,N#CC(C(=O)CC1CCCO1)c1nc2ccccc2[nH]1 (configuration not stated)
-0.7,CCCCC(=O)Nc1sc2c(c1-c1nc3ccccc3s1)CCN(C(C)=O)C2
-11.5,O=C(c1cn(CCN2CCOCC2)nn1)N1CCN(C/C=C/c2ccccc2)CC1
5.9,O=[N+]([O-])c1ccc2nc(C(F)(F)F)[nH]c2c1
-27.2,Cn1ccnc1SCCNS(=O)(=O)NCc1ccccc1
-6.1,CN(C)C(=O)c1cc(-c2ccccc2)n(-c2ccccn2)n1
-6.5,O=S1(=O)CCC(N2CCN(c3ncnc4sc5c(c34)CCC5)CC2)C1 (configuration not stated)

# Filtered by structure: the entries above with a cyano group.
mcGAS RapidFire,Molecule
12.6,C=c1c(C#N)c2[nH]c(N)c(C#N)c(C)c-2/c1=C/c1cc2c(cc1OCC)OCO2
-9.9,CCCSC1=NC(C)=C(C(C)=O)C(c2cccc([N+](=O)[O-])c2)C1C#N (configuration not stated)
-4.9,N#CC(C(=O)CC1CCCO1)c1nc2ccccc2[nH]1 (configuration not stated)

# Further results follow.
mcGAS RapidFire,Molecule
0.6,Cc1ccc(C(=O)C2CCN(C(=O)c3ccc(N4CCOC4=O)cc3)CC2)c(C)c1
2.5,Cc1nc2sc(C#N)c(N)c2c(C)c1Cl
-8.5,Cc1ncsc1CCC(=O)N1CCOC(C(F)(F)F)C1 (configuration not stated)
-10.6,Cc1cccc(-c2ncc(CN3CCN(CC(=O)N4CCCC4)CC3)cn2)c1
-7.4,O=C(O)CSCc1nc2sc3c(c2c(=O)[nH]1)CCCC3
-15.6,COc1ccc(NC(=O)c2ccc(-c3ccc(-c4noc(C)n4)cc3C)cc2)cc1OCCN(C)C
6.8,CC(CN1C(C)CCCC1C)OC(=O)c1ccc(F)cc1 (configuration not stated)
-31.6,OCC1(Cc2ccccc2)CCNCC1
-6.6,Cc1cccc(OCc2ccc(C(N)=O)cc2)c1C
-6.6,CCn1nc(C(=O)N2CCCC2CC2CCCCC2)c2ccccc2c1=O (configuration not stated)
-12.2,Cc1cccc(NC(=O)CN(C)CC2COc3ccccc3O2)c1 (configuration not stated)
-1.4,CC(C)c1cc(C(=O)N2CCCC3(CN(C)C(=O)O3)C2)cs1 (configuration not stated)
-12.4,CCN(CC)S(=O)(=O)c1ccc(NN=C2C=C(C)CC2)nc1
-3.4,O=C(CCCn1nnnc1CN1CCc2ccccc2C1)N1CCSCC1
-19.6,COc1cccc(CN2CCCC(NCc3nccn3C)C2)c1 (configuration not stated)

# (next part)
mcGAS RapidFire,Molecule
-54.2,COc1c(C)cnc(CN(C)Cc2ncccc2C(=O)O)c1C
-7.8,O=C(Cc1nc(-c2ccc3c(c2)CCCC(=O)N3)cs1)NCc1ccco1
-3.0,CNC(=O)c1coc(Br)c1
-26.1,CCOc1cc2c3c(c1)-c1c(sn(-c4cccc(F)c4)c1=S)C(C)(C)N3C(=O)C2=O
-10.7,Cc1ccc(-n2c(C)c(Br)c3c2CCCC3=O)cc1
-3.4,Cc1ccc(N2C(=O)N(c3ccccc3C)C3CS(=O)(=O)CC32)cc1C (configuration not stated)
-6.3,CCCSc1nnc(-c2c(Cl)c(CC)nn2C)s1
-6.3,O=C(NCc1ccco1)N1CCC2(CCCN(CCCc3ccccc3)C2=O)C1 (configuration not stated)

# These rows are one share of the data, so the mix of outcomes need not match the whole.
